Granule exo inh: blocks lytic granule exocytosis. TALL-104 LAMP-1 surface exposure, flow cytometry; cells stimulated with thapsigargin and PMA. inhibition, % at 10 µM. 360,000 tested, 0.66% active. AID 651702;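 active means inhibition above about 55%, limit read from the data; inconclusive means no clear call, values can overlap the other calls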
Cardio protect: protects H9c2 cardiomyocytes from peroxide injury; protection from H2O2 cell death, % at 20 µM; H2O2 injury protection, ATPLite, 2 h; 360,000 tested, 0.63% active;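 active means compounds giving at least 50% protection of heart cells from peroxide-induced death in the single-dose screen, raw or plate-pattern-corrected value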;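 further: 0% = DMSO wells with peroxide and 100% = DMSO wells without peroxide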
N-glyco inh: N-linked glycosylation inhibition; D54 ERlucT glycosylation luciferase reporter, 24 h; percent of 100 nM tunicamycin response; reporter increase, % at 12.5 µM; 360,000 tested, 0.23% active;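 active means mean luciferase reporter signal, scaled so untreated is 0 and the glycosylation-blocking control 100, at or above a set limit in every replicate; inconclusive means mean reaches the limit but not every replicate does; inactive means mean below the limit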;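 further: luciferase carries N-glycosylation sites so blocking glycosylation raises the light; 0% = median of neutral control wells and 100% = median of 100 nM tunicamycin wells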
MC4R antagonist: blocks human MC4R cAMP signaling | 360,000 tested, 0.48% active | AID 540295 | P32245 | inhibition, % at 6.5 µM | MC4R-expressing cells, MTII-stimulated cAMP, LANCE TR-FRET;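 active means inhibition above its plate's cutoff, the mean of tested wells on that plate plus 3 SD, cut at about 29% in these data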;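 further: 0% = Melanotan II alone and 100% = Melanotan II plus saturating MCL0020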
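system = U2OS cells with stable human MC4R expression | also added = Melanotan II challenge after compound preincubation | dosing = one concentration, 6.5 µM nominal | incubation = compound 30 min, challenge 1 h, detection 1 h | measured by = TR-FRET with Eu-cAMP and labeled anti-cAMP, 671 nm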
ABCB6 inh 2: blocks the human ABCB6 transporter; Q9NP58; K562-ABCB6 porphyrin accumulation, flow cytometry, 1 h; stronger effect = lower value; fluorescence ratio to DMSO, % at 10 µM; 360,000 tested, 0.19% active; AID 602162;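 active means fluorescence ratio to DMSO below 75%, the collection mean minus 3 SD; inconclusive means too few cells collected in the well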;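 further: signal is porphyrin accumulated inside mitochondria; 100% equals median channel fluorescence of DMSO control wells; lower ratio means ABCB6 inhibition with less porphyrin fluorescence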
Target sequence (Q9NP58 whole entry, looked up): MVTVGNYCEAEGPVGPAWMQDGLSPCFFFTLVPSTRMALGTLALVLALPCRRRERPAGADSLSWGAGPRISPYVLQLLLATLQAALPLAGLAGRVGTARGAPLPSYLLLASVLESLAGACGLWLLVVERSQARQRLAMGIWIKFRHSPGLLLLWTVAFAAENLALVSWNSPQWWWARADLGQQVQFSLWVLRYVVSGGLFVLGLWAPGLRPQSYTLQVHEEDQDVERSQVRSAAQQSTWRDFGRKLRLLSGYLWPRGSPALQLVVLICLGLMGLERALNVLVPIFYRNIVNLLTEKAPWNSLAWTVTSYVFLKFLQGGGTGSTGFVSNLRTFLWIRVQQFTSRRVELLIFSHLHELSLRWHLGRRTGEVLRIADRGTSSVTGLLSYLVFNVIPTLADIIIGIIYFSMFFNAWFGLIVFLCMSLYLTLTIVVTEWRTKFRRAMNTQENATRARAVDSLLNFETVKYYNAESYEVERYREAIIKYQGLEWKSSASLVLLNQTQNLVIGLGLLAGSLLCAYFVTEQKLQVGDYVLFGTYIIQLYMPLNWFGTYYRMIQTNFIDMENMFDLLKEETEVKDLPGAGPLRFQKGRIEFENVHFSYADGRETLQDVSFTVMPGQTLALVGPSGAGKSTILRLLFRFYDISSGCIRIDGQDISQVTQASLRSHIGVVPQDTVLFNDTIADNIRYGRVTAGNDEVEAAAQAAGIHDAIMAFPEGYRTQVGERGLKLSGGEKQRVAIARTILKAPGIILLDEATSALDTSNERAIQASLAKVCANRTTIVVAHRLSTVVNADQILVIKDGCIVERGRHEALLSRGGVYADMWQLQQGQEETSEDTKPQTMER
ABHD5-PLIN5 inh: blocks binding of human ABHD5 to perilipin-5; Q00G26+Q8WTS1; Split G. princeps luciferase complementation, luminescence, 4 h; inhibition, % at 4 µM; 360,000 tested, 0.78% active; AID 602281;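 active means inhibition above the mean inhibition across every tested compound plus 3 SD, cut at about 22% in these data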;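 further: 0% = DMSO only wells and the 100% control is not disclosed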
aDG glyco up: increases alpha dystroglycan glycosylation | Pro5-aDG cells, alpha-DG glycosylation AlphaScreen (IIH6); 0% Pro5, 100% B10-LARGE cell signal | activation, % at 10 µM | 360,000 tested, 0.22% active | AID 624168;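 active means activation of at least 8% versus controls, or a plate z-score of at least 8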;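 further: Pro5 are CHO cells carrying HIG-tagged alpha-DG that lacks glycosylation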
hiPSC survival: hiPSC single-cell survival enhancement | ATPlite luminescence; 100% = ROCK inhibitor wells, 0% = DMSO | AID 602274 | survival enhancement, % at 20 µM | 360,000 tested, 0.044% active; in the data active means survival enhancement above about 18%;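 further: cells exposed to compounds for 16 hours before the ATP read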
MC4R ag barr: human MC4R agonism via beta-arrestin; P32245; U2OS MC4R beta-arrestin complementation, luminescence; percent of melanotan II response, DMSO zero; activation, % at 8.9 µM; 360,000 tested, 0.98% active; AID 540308;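 active means activation above a per-plate cutoff, the mean activation of sample wells on that plate plus 3 SD, cut at about 8% in these data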
HTR2A ag: mouse HTR2A agonism via beta-arrestin recruitment; CHO-K1 mHTR2A beta-arrestin complementation, luminescence; percent of 30 µM serotonin response; 360,000 tested, 0.66% active; activation, % at 7.6 µM;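 active means activation above a run cutoff, the mean activation of all tested compounds plus 3 SD, cut at about 14% in these data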;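 further: 0% = plate median of compound wells and 100% = 30 µM serotonin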
* hit, by the source's call; ? = inconclusive; / = not tested or not shown.

SMILES	Granule exo inh	Cardio protect	N-glyco inh	MC4R antagonist	ABCB6 inh 2	ABHD5-PLIN5 inh	aDG glyco up	hiPSC survival	MC4R ag barr	HTR2A ag
COc1cccc(CNC(=O)C2CC(=O)N(C3CCCCCCC3)C2)c1 (stereo unspecified)	-1	0	1	-2	98	5	0.1	0.3	-3.6	6
COc1ccc2cc(CN(CCCN3CCOCC3)Cc3nnnn3C3CCCCC3)c(=O)[nH]c2c1	0	14	0	23	100	-10	-0.2	5.3	-0.4	4
CCOc1ccccc1NC(=O)CCn1cccc1	-3	-1	5	22	94	2	-0.1	0.1	-0.8	2
COc1ccc(-n2c(C)c(C)c3c(NCCCN(C)C)ncnc32)cc1	26	5	2	0	78	6	0.2	5.7	-0.2	-1
Cn1c(CC(=O)Nc2ccccc2F)nnc1SCC(=O)Nc1nccs1	?	-3	-1	1	86	-9	0.0	0.2	0.8	1
CC(C)Nc1cc(C(C)(C)C)nc2c(-c3ccccc3)cnn12	-3	-7	-8	9	101	-7	-0.1	0.0	-0.3	-5
CC(c1ccc(Cl)cc1)n1c(-c2ccc3ccccc3n2)n[nH]c1=S (stereo unspecified)	0	-2	0	-3	102	2	-0.1	1.5	2.0	6
Cc1cc(C(=O)Nn2cnnc2)ccc1[N+](=O)[O-]	3	-2	0	10	100	3	0.0	-0.4	0.5	3
CCn1ccnc1C(O)(c1ccccc1)c1ccccc1	-7	7	0	4	98	7	0.2	0.0	0.1	1
Cc1ccccc1Cn1c(=N)n(CC(O)c2ccco2)c2ccccc21 (stereo unspecified)	-4	-3	2	-2	100	2	-0.3	1.1	-1.9	-2
COc1ccc2nc(N3CCN(C(=O)c4ccc5ncsc5c4)CC3)sc2c1	-7	-5	-2	28	96	3	0.9	-0.4	0.4	-1
Cc1ccnc(Sc2nc3c(c(=O)[nH]c(=O)n3C)n2CCCc2ccccc2)n1	-1	2	1	2	95	-3	0.0	-1.5	-1.8	0
Cc1cc2n(n1)C(c1ccco1)Nc1ccccc1-2 (stereo unspecified)	-10	6	2	3	100	1	0.0	-0.5	-1.2	-1
C[C@H](CO)N1C[C@H](C)[C@@H](CN(C)S(=O)(=O)c2ccccc2)Oc2ccc(NC(=O)c3ccncc3)cc2C1=O	-1	-5	1	-1	96	1	0.1	4.5	-0.3	2
O=C1C2CC=C(Cl)CC2C(=O)N1CC1OCCc2ccccc21 (stereo unspecified)	0	10	-1	-12	93	-1	0.0	-2.7	0.0	1
O=C(CNC(=O)c1ccc2ccccc2c1)OCC(=O)N1CCN(S(=O)(=O)c2ccc3ccccc3c2)CC1	-1	-5	4	15	103	-8	-0.2	-0.7	-2.1	3
O=C(CCCCl)N1CCc2[nH]c3ccccc3c2C1	-4	-1	2	6	101	6	-0.2	-0.5	-0.2	-5
C[C@@H](C(=O)OCC(=O)Nc1cc(S(=O)(=O)N2CCOCC2)ccc1Cl)N1C(=O)C2CCCCC2C1=O (stereo partly specified)	2	17	0	7	95	4	0.0	-1.7	0.8	3
CN1OC[C@@H]2CN(S(=O)(=O)c3cccc4ccccc34)[C@H](c3ccc(N4CCCCC4)cc3)C[C@@H]21	-3	1	-1	/	106	3	-0.1	-0.3	/	-10
CCNc1nc(NC(C)(C)C)nc(N2CCCC2)n1	2	3	-2	2	100	-1	-0.2	-0.9	1.1	3
C=C1C(=O)OC2C1CCC(C)=CCCC1(C)OC21 (stereo unspecified)	22	/	/	/	98	18	-0.2	-2.2	/	18*
O=C1c2ccccc2C(=O)N1Cc1ccco1	-2	2	3	11	89	7	0.1	1.3	-1.8	-4
Cc1ccn2c(NCc3ccc4c(c3)OCO4)c(-c3ccc(O)cc3)nc2c1	-1	12	1	-7	101	1	1.2	-2.3	0.6	2
O=C(O)c1ccc(COc2ccccc2Cl)cc1	-1	0	0	3	99	8	-0.3	-2.6	0.6	-7
CCOC(=O)C1=CC[C@@H](c2ccc(OC)cc2)N(S(=O)(=O)c2ccc(C)cc2)[C@H]1CC	6	-2	-3	/	95	4	-0.2	2.9	/	-1
Later entries
SMILES	Granule exo inh	Cardio protect	N-glyco inh	MC4R antagonist	ABCB6 inh 2	ABHD5-PLIN5 inh	aDG glyco up	hiPSC survival	MC4R ag barr	HTR2A ag
Cc1ccc2cc(CN(CCN3CCOCC3)Cc3nnnn3Cc3ccco3)c(=O)[nH]c2c1C	0	-4	2	9	114	14	0.2	1.3	1.0	12
COc1ccc(S(=O)(=O)N2CCOC23CCN(S(=O)(=O)c2cc(C)ccc2OC)CC3)cc1	-4	0	0	1	96	-11	0.2	0.5	-2.9	0
COc1ccc(C(=O)Nc2ccc3c(c2)OCCO3)cc1Br	9	-16	-7	-5	97	-12	0.0	-0.7	0.0	-5
CC1(C)C[C@H]2C3=CCC4[C@@]5(C)CC[C@H](O)C(C)(C)C5CC[C@@]4(C)[C@]3(C)[C@@H](O)[C@@H](O)[C@@]2(CO)[C@@H](O)[C@@H]1O (stereo partly specified)	1	-7	4	-4	87	-10	0.0	-1.7	-0.4	9
CCc1ccc(C(=O)CN(C#N)c2nc(C)cc(C)n2)cc1	1	-40	-1	-4	87	4	0.2	-1.1	1.4	-1
O=C(CC1NCCc2ccccc21)Nc1ccc(Cl)cc1 (stereo unspecified)	-2	0	1	6	100	-1	0.7	-0.9	3.7	-3
Cc1ccc(S(=O)(=O)CCC(=O)OCc2ccc(Cl)cc2)cc1	-9	-2	-1	0	92	3	-0.1	-0.3	-0.6	0
O=c1oc2ccccc2cc1-c1nc2c(s1)CCc1ccccc1-2	-3	-3	3	13	131	-5	0.7	0.5	1.7	0
O=C(CN1CCN(S(=O)(=O)c2ccccc2)CC1)N1CCc2ccccc21	4	10	2	0	94	10	0.0	-0.5	-4.7	-9
COC(=O)/C=C/C(=O)N1CCN(c2ccccc2C)CC1	0	3	1	-2	100	0	0.8	0.9	-2.4	3
Cc1cc(Cl)ccc1N(CC(=O)NCCSCc1ccco1)S(C)(=O)=O	1	3	1	4	98	3	-0.1	0.5	-1.9	0
CCOCCCN(C(=O)Cn1nnc2ccccc21)C(C(=O)NCc1ccco1)c1ccncc1 (stereo unspecified)	-3	14	1	-1	102	3	0.3	-2.4	-0.6	-4
O=C(COC(=O)COc1ccccc1)Nc1ccccc1OC(F)F	-5	-12	1	-1	106	-3	0.0	6.5	-1.0	-3
Cc1ccc(-n2cc(CN3CCN(c4ccccn4)CC3)c(-c3ccc(F)cc3)n2)cc1	0	-12	0	4	96	-4	1.2	0.3	-2.4	4
Cc1ccccc1/C=C/c1nc2ccccc2c(=O)n1CCc1ccccc1	-2	0	-4	4	94	7	0.0	-0.7	-0.1	1
COc1cccc(OC)c1C(=O)Nc1ccc(CN2CCOCC2)cc1	0	-5	0	10	99	9	0.1	-2.5	0.5	-1
COc1ccc(/C=N/N(C)C2=NCCN2)c(OC)c1OC	-1	9	0	2	95	2	-0.1	0.5	-0.3	5
CCOC(=O)c1cc2c(nc1N)CCCC2	-1	-10	1	8	97	2	0.2	-0.6	1.8	1
O=C(NCCN1CCOCC1)/C(=C\c1ccc(F)cc1)NC(=O)c1ccccc1	4	-2	2	11	92	-13	0.0	0.1	-1.4	-6
CC1=CC(C)C(C(=O)O)C(C(=O)Nc2cccnc2)C1 (stereo unspecified)	0	0	3	10	95	-1	-0.1	-0.3	-0.6	3
COc1ccc(NC(=O)c2cc3ccccc3o2)cc1OC	8	-3	-1	-2	96	4	0.0	-0.4	1.0	-4
Cn1cnc([N+](=O)[O-])c1SCC(O)CN1CCCCC1 (stereo unspecified)	-2	9	2	4	94	-2	0.0	-2.8	-1.9	3
c1ccc(C2c3[nH]c4ccccc4c3CCN2Cc2cccn2-c2cccnc2)nc1 (stereo unspecified)	0	27	-1	15	100	1	-0.1	1.2	1.8	-3
O=C(CCl)NC(Cc1ccccc1)C(=O)OCC(=O)c1ccc(-c2ccccc2)cc1 (stereo unspecified)	-4	-11	5	10	94	7	0.3	-1.4	14*	-4
C(#CC12CC3CC(CC(C3)C1)C2)CN1CCOCC1	-6	7	0	4	100	-6	-0.4	-0.6	-1.7	-3
Remaining list, next part:
SMILES	Granule exo inh	Cardio protect	N-glyco inh	MC4R antagonist	ABCB6 inh 2	ABHD5-PLIN5 inh	aDG glyco up	hiPSC survival	MC4R ag barr	HTR2A ag
O=C(Cn1c(Cc2ccccc2)nc2ccccc21)NCc1ccc2c(c1)OCO2	2	3	0	-2	86	-5	-0.1	0.1	-1.0	1
CC1(C)CC(=O)C=C(Nc2ccc(OCC(F)(F)C(F)F)cc2)C1	-1	-7	-6	-2	103	0	0.6	-1.5	-0.8	-1
Cc1cccc(NS(=O)(=O)c2cnc[nH]2)c1	-6	-2	1	21	106	-2	-0.4	1.0	-0.1	-2
CCOc1ccc(-c2c(C(=O)N/N=C(\C)c3ccco3)nnn2-c2nonc2N)cc1	0	2	4	3	95	-3	-0.4	0.9	-0.3	2
COC(=O)COC(=O)CC(CC(N)=O)c1ccccc1 (stereo unspecified)	-2	1	-1	0	95	1	-0.4	-0.2	-2.2	1
CSC1=NCCN1C(=O)c1cccc(Br)c1	2	-16	2	7	90	5	0.2	6.7	-2.1	-2

Arranged by molecular weight (highest first): part of the list above
SMILES	Granule exo inh	Cardio protect	N-glyco inh	MC4R antagonist	ABCB6 inh 2	ABHD5-PLIN5 inh	aDG glyco up	hiPSC survival	MC4R ag barr	HTR2A ag
O=C(CCl)NC(Cc1ccccc1)C(=O)OCC(=O)c1ccc(-c2ccccc2)cc1 (stereo unspecified)	-4	-11	5	10	94	7	0.3	-1.4	14*	-4
CCOc1ccc(-c2c(C(=O)N/N=C(\C)c3ccco3)nnn2-c2nonc2N)cc1	0	2	4	3	95	-3	-0.4	0.9	-0.3	2
O=C(Cn1c(Cc2ccccc2)nc2ccccc21)NCc1ccc2c(c1)OCO2	2	3	0	-2	86	-5	-0.1	0.1	-1.0	1
O=C(NCCN1CCOCC1)/C(=C\c1ccc(F)cc1)NC(=O)c1ccccc1	4	-2	2	11	92	-13	0.0	0.1	-1.4	-6
Cn1cnc([N+](=O)[O-])c1SCC(O)CN1CCCCC1 (stereo unspecified)	-2	9	2	4	94	-2	0.0	-2.8	-1.9	3
CSC1=NCCN1C(=O)c1cccc(Br)c1	2	-16	2	7	90	5	0.2	6.7	-2.1	-2
COc1ccc(NC(=O)c2cc3ccccc3o2)cc1OC	8	-3	-1	-2	96	4	0.0	-0.4	1.0	-4
COC(=O)COC(=O)CC(CC(N)=O)c1ccccc1 (stereo unspecified)	-2	1	-1	0	95	1	-0.4	-0.2	-2.2	1
C(#CC12CC3CC(CC(C3)C1)C2)CN1CCOCC1	-6	7	0	4	100	-6	-0.4	-0.6	-1.7	-3
Cc1cccc(NS(=O)(=O)c2cnc[nH]2)c1	-6	-2	1	21	106	-2	-0.4	1.0	-0.1	-2

Screening data (PubChem BioAssay)

The order is random. About 4.5% of those tested had a hit in this group.
